Screening data as filed in PubChem BioAssay.
CHRM4 PAM: CHRM4 positive allosteric modulation; P08173; CHO-K1 hM4/Gqi5, Fluo-8 calcium fluorescence, ACh EC20; 0% = ACh EC20, 100% = maximal ACh; activation, % at 3 µM; actives 0.4% (n = 360,000);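 active means activation above its plate's cutoff, the mean activation of sample wells plus 3 SD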; further: some results filed as inactive read as strong as hits
Target sequence (P08173 whole entry, looked up): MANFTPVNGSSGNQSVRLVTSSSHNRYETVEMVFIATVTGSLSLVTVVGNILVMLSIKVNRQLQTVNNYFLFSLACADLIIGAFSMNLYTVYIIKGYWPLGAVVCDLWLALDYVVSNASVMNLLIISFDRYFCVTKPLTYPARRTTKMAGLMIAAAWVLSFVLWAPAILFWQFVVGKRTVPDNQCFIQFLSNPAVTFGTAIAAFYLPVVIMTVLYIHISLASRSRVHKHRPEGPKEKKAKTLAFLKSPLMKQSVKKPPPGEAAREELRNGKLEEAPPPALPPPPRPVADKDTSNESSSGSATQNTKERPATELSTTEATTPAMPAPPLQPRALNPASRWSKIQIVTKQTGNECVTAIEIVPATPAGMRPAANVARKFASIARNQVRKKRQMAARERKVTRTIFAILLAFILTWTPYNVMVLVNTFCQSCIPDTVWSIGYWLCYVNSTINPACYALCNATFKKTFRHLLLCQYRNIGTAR
CHRM5 agonist: agonists of human muscarinic M5 receptor (CHRM5); activation, % at 3 µM; actives 0.19% (n = 360,000); P08912; CHO-K1 hM5 cells, Fluo-8 calcium fluorescence; 0% DMSO wells, 100% maximal acetylcholine response; AID 624037;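 active means activation above the run's mean over test compounds plus 3 SD, cut at about 23% in these data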;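 further: signal is peak over basal fluorescence ratio across the kinetic read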
CHO-K1 Ca PAM: nonselective activator or artifact in parental CHO-K1 calcium assay | actives 0.02% (n = 360,000) | activation, % at 3 µM | ATP EC20, Fluo-8 calcium fluorescence; 0% at ATP EC20, 100% at ATP max;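 active means activation above the run cutoff, the mean activation of all test compounds plus 3 SD, cut at about 40% in these data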;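 further: peak over basal fluorescence ratio in a 140 s read after ATP addition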
CHRM5 antagonist: blocks acetylcholine activation of human M5 receptor; P08912; CHO-hM5 cells, Fluo-8 calcium fluorescence, ACh EC80; inhibition, % at 3 µM; actives 0.59% (n = 360,000); AID 624040;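 active means inhibition above a per-plate cutoff, the mean of that plate's test compounds plus 3 SD, cut at about 27% in these data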;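 further: 0% = acetylcholine EC80 with DMSO and 100% = DMSO without agonist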
CRFBP-R2 agonist: CRF-BP/CRF-R2 complex agonism | HEK293 CRF-R2/CRF-BP, calcium dye fluorescence (FLIPR); percent of saturating CRF peptide response | activation, % at 13.2 µM | actives 0.46% (n = 350,000) | AID 588473;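 active means activation of at least 50%, plus an integration ratio under a set limit after plate pattern correction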;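 further: plate controls were neutral control wells without compound for no effect and CRF at EC100 for full effect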
CRFBP-R2 block: antagonists of CRF-binding protein/CRF-R2 receptor complex; HEK293 CRF-R2/CRF-BP, CRF-induced calcium fluorescence; inhibition, % at 11.8 µM; actives 0.59% (n = 350,000); AID 588475;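 active means inhibition of the ligand-induced calcium signal above about 50% at the single tested concentration, limit read from the data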
M5 PAM: positive allosteric modulators of human muscarinic M5 receptor. actives 0.3% (n = 360,000). P08912. activation, % at 3 µM. AID 624038. CHO-K1 hM5, Fluo-8 calcium, ACh EC20 PAM; 0% = ACh EC20, 100% = ACh EC100;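 active means activation above the run cutoff, the mean activation of all test compounds plus 3 SD, cut at about 18% in these data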
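System: CHO-K1 cell line with stable human muscarinic M5 receptor expression | Also added: EC20 acetylcholine as agonist stimulus | Compound: One concentration, 3 µM final (nominal) | Timing: Fluo-8 loading 80 min at 37 °C plus 30 min room temperature | Measured by: Fluo-8 calcium dye fluorescence, kinetic read | Read-out basis: % activation, ACh-normalized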
TAAR1 antag: human TAAR1 antagonism; AID 624466; CHO RD-HGA16 TAAR1, Fluo-8 calcium fluorescence, antagonist; inhibition, % at 3 µM; actives 1.5% (n = 360,000); Q96RJ0;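 active means inhibition above a per-plate cutoff, the mean inhibition of test compounds on that plate plus 3 SD, cut at about 49% in these data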;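 further: 0% = DMSO plus EC80 beta-PEA response and 100% = DMSO alone without agonist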
Target sequence (Q96RJ0 whole entry, looked up): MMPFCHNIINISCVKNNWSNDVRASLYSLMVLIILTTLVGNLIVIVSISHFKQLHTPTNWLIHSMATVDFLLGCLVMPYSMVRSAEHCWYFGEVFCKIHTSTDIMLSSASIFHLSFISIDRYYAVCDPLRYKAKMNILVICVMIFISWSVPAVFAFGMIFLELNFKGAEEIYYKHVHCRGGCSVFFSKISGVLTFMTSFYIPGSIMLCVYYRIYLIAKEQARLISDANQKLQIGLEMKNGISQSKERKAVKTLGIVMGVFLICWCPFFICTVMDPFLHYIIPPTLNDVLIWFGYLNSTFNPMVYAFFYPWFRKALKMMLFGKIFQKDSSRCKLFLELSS
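test system = CHO RD-HGA16 cells bearing hTAAR1 | replication = singlicate | controls = DMSO-only wells and EC80 β-PEA-stimulated wells | reagent = EC80 β-phenethylamine stimulus | read-out basis = percent inhibition of PEA-evoked calcium signal, max/basal emission ratio | schedule = seeding 17-24 h prior, 75-min 37 °C, 30-min RT dye loading | signal = kinetic Fluo-8 calcium fluorescence measurement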
TAAR1 ag: agonists of human TAAR1; CHO RD-HGA16 TAAR1, Fluo-8 calcium fluorescence; vehicle wells 0%, saturating PEA agonist 100%; actives 0.99% (n = 360,000); activation, % at 3 µM;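 active means activation above the mean activation of all test compounds in the run plus 3 SD, cut at about 38% in these data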
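Test system: RD-HGA16 (CHO) cells co-expressing Gα16 and hTAAR1 | Doses: Single dose, 3 µM | Schedule: 17-24 h seeding, 75 min 37 °C dye, 30 min RT | Evaluation: % activation from peak over basal fluorescence ratio, DMSO-to-PEA scaled | Technique: Kinetic Fluo-8 calcium fluorescence | Benchmarks: Low control DMSO, high control PEA (EC100)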
Active calls of the source: *; . = not tested or not shown.

SMILES	CHRM4 PAM	CHO-K1 Ca PAM	CHRM5 agonist	CRFBP-R2 block	M5 PAM	CRFBP-R2 agonist	TAAR1 ag	TAAR1 antag	CHRM5 antagonist
CCOC(=O)c1ccc(N2C(=O)c3n[nH]c(C)c3C2c2ccco2)cc1 (stereo not drawn)	2.6	19.5	-1.0	-9.5	1.1	-0.4	-1.4	-10.3	1.5
N#Cc1cc2c(nc1S(=O)(=O)Cc1ccccc1)CCCC2	1.5	-21.2	-5.2	7.0	7.8	-5.9	0.9	-12.1	3.6
O=C(NCCc1ccccn1)c1cc(-c2cccc3ccccc23)nc2ccccc12	-15.6	4.7	0.1	7.7	-17.9	-2.9	14.1	47.7	15.6
O=c1[nH]c2cc3c(cc2cc1CN(CCc1ccccc1)C(=S)NCCCN1CCOCC1)OCCO3	-7.8	-12.0	-5.8	-8.8	-0.1	-2.0	1.4	-15.6	2.6
O=C(Oc1cccc(Nc2ncnc3ccccc23)c1)c1ccccc1Cl	-13.7	0.6	0.9	19.5	-26.8	2.8	14.0	73.6*	44.8*
CCOCCn1c(N(C)Cc2ccccc2)nc2c1c(=O)[nH]c(=O)n2C	2.4	13.5	-7.0	-11.0	6.0	0.9	0.6	-24.5	-9.2
COc1cccc(C(=O)Nc2c3c(nn2-c2ccccc2C)CS(=O)C3)c1OC (stereo not drawn)	0.8	14.4	2.3	-13.4	0.0	-0.1	13.8	-0.3	9.7
CCc1nnc(NS(=O)(=O)c2ccc(NC(=O)c3ccco3)cc2)s1	7.0	-16.4	5.7	0.2	3.1	4.6	-2.0	3.5	-0.3
N#Cc1ccc(CSc2nnc(-c3cccs3)n2-c2ccccc2)cc1	-3.5	18.3	-2.2	9.8	-4.3	0.8	5.0	15.2	5.1
COc1cc(NS(=O)(=O)c2ccc(NC(=O)c3ccc([N+](=O)[O-])cc3)cc2)ncn1	4.3	6.6	-2.6	9.7	-3.4	-1.2	0.3	5.6	1.9
Cc1nc(NCc2ccccc2)c(C(N)=O)c2c1COC(C)(C)C2	0.5	11.1	0.8	-5.0	-3.0	0.0	2.6	-7.6	6.1
Brc1ccc(CN2C3=NCCCN3c3ccccc32)cc1	-4.5	4.5	-6.8	-13.9	-5.3	-0.5	2.6	-6.6	5.2
O=C(/C=C/c1ccc(Cl)cc1)N(Cc1ccccc1)C1CCS(=O)(=O)C1 (stereo not drawn)	-4.5	5.2	-0.1	-44.1	-6.7	0.8	-1.4	13.5	7.2
CCCCC(c1nc2ccccc2[nH]1)n1c(-c2ccccc2)nc2cc(C)c(C)cc21 (stereo not drawn)	2.8	4.7	-0.9	.	0.7	.	1.8	-27.1	-1.7
CCOC(=O)C1CCN(Cc2ccc(F)cc2F)CC1	-2.0	13.6	-2.0	-4.8	0.3	-0.7	-1.6	-24.5	-1.4
O=C(NC1CCCCC1)c1[nH]c(C(F)(F)F)nc1-c1ccccc1	-1.9	18.4	3.4	.	-0.7	.	1.9	-32.1	9.6
CCN1/C(=C/c2ccc3cc(C)ccc3[n+]2CC)Sc2ccc3sccc3c21	-3.9	15.5	-0.7	-33.5	4.8	42.6	.	.	8.1
CCc1nn(C(C)C(=O)Nc2cccc(C)c2C)c(=O)c2cc3occc3n12 (stereo not drawn)	9.1	27.2	0.2	0.6	0.4	-0.3	-2.5	-15.3	-1.1
Cc1ccc(C(=O)n2nc(C#N)c(C#N)c2N)cc1	-3.4	-14.8	-2.1	2.3	1.3	-0.3	11.2	4.3	-1.3
C=CCC1(CC=C)CCCN1C(=O)CC1C(=O)NCCN1Cc1cccc(OC)c1OC (stereo not drawn)	-0.3	10.7	0.2	-2.8	2.0	0.0	-0.1	-6.9	1.3
OC(Cc1cccc(Br)c1)c1ncc(-c2ccccc2C(F)(F)F)[nH]1 (stereo not drawn)	-0.9	14.3	5.8	.	2.9	.	1.0	0.2	1.8
O=C1C2C3C=CC(C3)C2C(=O)N1c1cccc2cccnc12 (stereo not drawn)	-2.8	20.7	0.1	-0.7	5.4	3.1	1.4	-20.0	3.0
O=C(C1=C[C@H](c2coc3ccccc3c2=O)C[C@H](OCc2ccc(CO)cc2)O1)N1CCOCC1	-4.3	-12.0	3.1	0.2	-3.9	-1.0	7.7	17.7	9.4
Cc1ccc(F)c(N=Cc2c(O)c3ccccc3oc2=O)c1	-4.8	10.3	0.9	-2.9	-0.5	1.0	-1.4	4.8	-0.8

Record cards, from the list above:
Entry for `O=C(C1=C[C@H](c2coc3ccccc3c2=O)C[C@H](OCc2ccc(CO)cc2)O1)N1CCOCC1` = CHRM4 PAM = -4.3; CHO-K1 Ca PAM = -12.0; CHRM5 agonist = 3.1; CRFBP-R2 block = 0.2; M5 PAM = -3.9; CRFBP-R2 agonist = -1.0; TAAR1 ag = 7.7; TAAR1 antag = 17.7; CHRM5 antagonist = 9.4
Entry for `C=CCC1(CC=C)CCCN1C(=O)CC1C(=O)NCCN1Cc1cccc(OC)c1OC` (stereo not drawn) = CHRM4 PAM = -0.3; CHO-K1 Ca PAM = 10.7; CHRM5 agonist = 0.2; CRFBP-R2 block = -2.8; M5 PAM = 2.0; CRFBP-R2 agonist = 0.0; TAAR1 ag = -0.1; TAAR1 antag = -6.9; CHRM5 antagonist = 1.3

Later entries.
SMILES	CHRM4 PAM	CHO-K1 Ca PAM	CHRM5 agonist	CRFBP-R2 block	M5 PAM	CRFBP-R2 agonist	TAAR1 ag	TAAR1 antag	CHRM5 antagonist
CCOc1ccc(CNC(=O)C2CCN(S(=O)(=O)c3ccc4c(c3)CCCC(=O)N4)CC2)cc1	-1.1	-3.4	-6.5	12.7	7.2	-0.9	-0.1	-4.1	-9.5
O=C(Nc1nnc(SCc2ccc(F)cc2)s1)C1CC(=O)N(Cc2ccccc2)C1 (stereo not drawn)	-1.6	16.1	-0.3	-3.5	0.8	0.1	1.1	0.6	3.0
O=[N+]([O-])c1ccc(/C=N/N=C/c2ccc([N+](=O)[O-])o2)o1	-0.2	21.0	0.3	-24.8	0.8	5.7	1.2	3.6	-1.8
CC1Cc2cc(/C=C3/SC(=S)NC3=O)ccc2O1 (stereo not drawn)	1.2	15.9	3.9	7.6	-0.1	-2.7	-3.6	-7.8	-4.1
COc1ccc(N=c2oc3cc(O)ccc3cc2C(=O)NCC2CCCO2)c(OC)c1 (stereo not drawn)	4.0	10.3	4.2	-6.2	6.8	-0.4	5.6	16.0	-3.6
O=C1Cc2cc(S(=O)(=O)N3CCN(c4ccc(C(=O)O)cc4)CC3)ccc2N1	0.8	9.7	0.3	.	-0.6	.	5.5	-26.7	1.6
COc1ccc(N2C(=O)CC(N3CCN(c4ccc(Cl)cc4)CC3)C2=O)cc1 (stereo not drawn)	3.7	-3.1	5.1	-5.3	13.8	1.4	-0.1	1.9	-5.8
O=C1CCCN2N=C(SCC(=O)Nc3cccc(C(F)(F)F)c3)SC2=N1	-14.3	-11.1	5.8	-6.8	-12.8	0.1	25.1	2.0	35.9*
Cn1c(CO)nc2cc(N)ccc21	1.1	-7.2	1.2	9.4	-1.4	-0.7	0.2	16.1	1.3
O=C(C1CC1)N1N=C(C2CCCCC2)CC1(O)C(F)(F)F (stereo not drawn)	-7.2	17.9	-3.8	-11.1	-1.3	-0.4	7.7	16.9	7.1
COc1cccc(-c2nnn(CC(=O)N3CCCCC3)n2)c1	-7.3	0.9	1.9	-3.3	-2.5	0.6	2.5	-8.7	7.2
CCN1CCN(C(c2cc(OC)c(OC)c(OC)c2)c2nnnn2C(C)C)CC1 (stereo not drawn)	4.8	5.9	-0.2	0.0	0.5	0.0	10.7	-0.9	4.0
O=C(Nc1cccnc1)c1ccc(COc2cc(Cl)ccc2Cl)o1	-8.6	11.4	1.9	-6.0	-6.8	-2.1	0.8	16.4	5.4
Cc1ccc(S(=O)(=O)N2CCCCC2)cc1C(=O)OC(C)C(=O)NC1CCCCC1C (stereo not drawn)	-4.2	-20.2	0.2	13.4	-2.2	0.3	-1.3	-17.3	4.5
CCCc1nc2scc(-c3ccccc3)c2c(=O)n1N	1.1	-6.9	0.5	2.6	1.6	-3.4	1.0	10.7	-11.3
CN1CCC(=NNC(=O)CN(c2ccc(Oc3ccccc3)cc2)S(C)(=O)=O)CC1	1.9	4.1	-0.5	7.2	0.7	0.0	1.9	-4.3	-0.9
O=C(/C=C/c1ccccc1)CCN1CCOCC1	-1.4	4.2	5.7	-7.5	-4.4	7.6	6.5	26.0	3.7
CC1CCCC(NC(=O)c2cccc(S(=O)(=O)N3CCOCC3)c2)C1C (stereo not drawn)	15.7*	-10.7	0.6	-0.3	-4.4	2.8	1.7	-17.5	-2.7
Nc1[nH]nc2nc(N3CCOCC3)nc(-c3ccccc3)c12	18.1	20.6	-2.3	-0.1	1.3	-0.4	7.9	3.0	-3.5
OCC1(CCc2ccccc2)CCN(Cc2cnc(N3CCCC3)s2)CC1	8.6	2.9	-15.2	-3.5	-10.5	-1.9	12.2	-22.4	10.9
COc1ccc(N(CC(=O)Nc2cccc(F)c2)S(=O)(=O)c2c(C)[nH]c(=O)[nH]c2=O)cc1	2.9	4.9	-2.8	7.3	-3.1	-1.5	0.7	-11.7	0.0
CCC(C)(C)NC(=O)CN(C(=O)CCC(=O)Nc1nccs1)c1ccccc1C	-1.7	0.2	-1.9	-4.5	2.6	0.1	-0.5	-1.6	-0.5
Cc1cc(C)c(C)c(S(=O)(=O)N2CCN(C(=O)CCc3nc4ccccc4c(=O)[nH]3)CC2)c1C	-5.1	-7.4	-5.8	-17.1	-1.2	0.3	5.0	10.4	-7.0
O=C(Cn1cncn1)N/N=C/c1cccnc1	1.3	9.8	2.2	-10.0	1.6	0.6	0.9	6.0	11.2
CCc1ccc(NC(=O)C2CC(=O)Nc3ncnn32)cc1 (stereo not drawn)	6.4	-1.3	-0.4	3.8	13.5	2.8	0.9	19.7	-4.0
Cc1ccc2nc(-c3ccccc3)cc(C(=O)N3CCN(S(=O)(=O)c4c(C)noc4C)CC3)c2c1	17.3	14.6	1.6	-12.8	-5.8	2.6	7.6	29.4	15.4
O=C1N/C(=C\c2ccccc2)C(O)=C1C=NCc1ccccc1	5.9	6.1	-0.5	-37.5	-2.2	-3.1	-0.4	3.1	-4.7
O=C(NC(NC(=S)Nc1ccc(Cl)cc1Cl)C(Cl)(Cl)Cl)c1cccc([N+](=O)[O-])c1 (stereo not drawn)	-5.9	8.2	10.5	30.1	-14.7	1.9	15.3	-9.7	22.1
